Tn6 DDE FP = inhibitors of Tn6 peptide binding to human fibrin DD(E); 370,000 compounds, 0.21% hits; AID 720509; inhibition, % at 8.3 µM; Fibrin DD(E) TRITC-Tn6 fluorescence polarization displacement; P02675;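 active = inhibition above a per-campaign cutoff: mean of compounds within control limits plus 3 SD, cut at about 15% in these data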;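 note: 0% = median of all compound wells on the plate and 100% = blocking peptide control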
ASAP1 inh = blocks human ASAP1-stimulated Arf1 GTP hydrolysis. GDP FP detection. inhibition, % at 16.5 µM. 360,000 compounds, 0.19% hits; in the data active = inhibition above about 25%;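 note: 0% = vehicle with enzyme and substrate and 100% = no enzyme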
Target sequence (Q9ULH1 325-724 limits assumed): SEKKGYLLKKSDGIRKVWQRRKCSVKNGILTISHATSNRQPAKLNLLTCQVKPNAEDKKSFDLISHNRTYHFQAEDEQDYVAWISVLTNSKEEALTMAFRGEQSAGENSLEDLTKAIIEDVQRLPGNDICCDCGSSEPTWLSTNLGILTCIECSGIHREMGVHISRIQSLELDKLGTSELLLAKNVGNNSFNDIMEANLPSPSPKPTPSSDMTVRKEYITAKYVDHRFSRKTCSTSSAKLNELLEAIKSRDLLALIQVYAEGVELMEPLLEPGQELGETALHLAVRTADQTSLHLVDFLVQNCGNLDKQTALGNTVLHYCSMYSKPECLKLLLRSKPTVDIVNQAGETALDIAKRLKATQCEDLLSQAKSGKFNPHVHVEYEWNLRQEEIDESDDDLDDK
TDP2 inh = TDP2 (human) inhibition, absorbance primary screen | O95551 | recombinant TDP2, T5PNP hydrolysis, p-nitrophenol absorbance 415 nm | inhibition, % at 12.8 µM | 370,000 compounds, 0.34% hits;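 active = inhibition above the mean of all tested compounds plus 3 SD, set per campaign, cut at about 25% in these data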;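 note: 0% = DMSO with enzyme and 100% = buffer with substrate but no TDP2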
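Assay system: Recombinant human TDP2 | Quantity: 120 nM TDP2 per well | Incubation: 2 h at 37 °C | Signal: Epi absorbance | Evaluation: Percent inhibition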
ADAM10 inh = inhibits human ADAM10; 370,000 compounds, 0.62% hits; inhibition, % at 7 µM; AID 720582; recombinant ADAM10, EDANS/DABCYL FRET peptide cleavage, 3 h; O14672;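 active = inhibition above a per-campaign cutoff equal to the mean of compounds falling between control-based bounds plus 3 SD, cut at about 20% in these data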;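 note: 0% = DMSO wells while the 100% control is not disclosed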
Target sequence (O14672 214-748 limits assumed): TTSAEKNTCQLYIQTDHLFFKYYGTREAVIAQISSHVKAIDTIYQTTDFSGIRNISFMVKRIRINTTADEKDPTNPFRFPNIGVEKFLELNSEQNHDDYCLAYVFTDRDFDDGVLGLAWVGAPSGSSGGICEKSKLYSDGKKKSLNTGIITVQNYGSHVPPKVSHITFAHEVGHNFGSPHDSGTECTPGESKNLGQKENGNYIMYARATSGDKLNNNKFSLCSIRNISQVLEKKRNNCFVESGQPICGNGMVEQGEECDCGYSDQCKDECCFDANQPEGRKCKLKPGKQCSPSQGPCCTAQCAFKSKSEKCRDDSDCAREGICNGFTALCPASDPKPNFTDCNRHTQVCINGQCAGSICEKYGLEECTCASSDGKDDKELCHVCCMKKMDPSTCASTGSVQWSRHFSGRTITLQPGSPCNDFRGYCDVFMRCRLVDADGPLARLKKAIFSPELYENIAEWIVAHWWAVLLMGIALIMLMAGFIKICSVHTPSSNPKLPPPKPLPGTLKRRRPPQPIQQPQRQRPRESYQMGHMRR
PLCg1 inh = PLC-gamma1 (human) inhibition, primary screen; P19174; 370,000 compounds, 0.84% hits; purified PLC-gamma1, fluorogenic substrate, fluorescence; inhibition, % at 12.2 µM; in the data active = inhibition above about 9.5%
SIAE inh = inhibitors of human sialic acid acetylesterase SIAE; inhibition, % at 9.66 µM; SIAE FP-Rh probe binding, fluorescence polarization; Q9HAT2; 370,000 compounds, 0.69% hits; AID 1053197;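 active = inhibition above a cutoff: mean of compounds within the control limits plus 3 SD of those, cut at about 17% in these data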;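 note: 0% = plate median of compound wells and 100% = probe without SIAE protein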
DDE Tn7 FP inh = disrupts Tn7 cyclic peptide binding to fibrin D-Dimer-E complex | FP displacement of FITC-Tn7 peptide from fibrin DD(E); 0% = median of compound wells per plate | 370,000 compounds, 0.13% hits | inhibition, % at 8.3 µM | P02675 | AID 720508;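 active = inhibition above the mean of compounds falling within the control limits plus 3 SD of them, cut at about 14% in these data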;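 note: 0% = plate median of compound wells and 100% = 10 µM Aha-Tn7 peptide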
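Measure: % inhibition scaled between sample-field median and high-control FP; Test system: human fibrin DD(E); Quantity: 2 µM final DD(E) protein; Doses: one dose, 8.3 µM nominal; Schedule: compound with protein 10 min, then 3 h after probe, room temperature; Detection: fluorescence polarization; Medium: Tris buffer with calcium and detergent, pH 7.8.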
ARFGAP1 inhibitor = inhibits rat ARF GTPase activating protein 1; Arfgap1-stimulated ARF1 GTP hydrolysis, GDP FP detection; inhibition, % at 16.5 µM; AID 651572; 360,000 compounds, 0.26% hits; Q62848;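 active = inhibition above a per-plate limit, mean inhibition of low control wells plus 3 SD, cut at about 25% in these data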;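 note: 0% = DMSO wells with enzyme and 100% = wells lacking Arfgap1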
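system = rat Arfgap1 catalytic domain, aa 1-136 | technique = FP, GDP Alexa 633 tracer displaced from anti-GDP antibody, 620/688 nm | compound = one concentration, 16.5 µM, DMSO 1.26% | medium = HEPES-based buffer, pH 7.5 | timing = compound-enzyme preincubation 20 min, reaction 120 min, detection 60 min, 25 °C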
ADAM17 inh = ADAM17 inhibition, QFRET primary screen; P78536; recombinant ADAM17, EDANS/DABCYL FRET peptide cleavage; inhibition, % at 6.95 µM; 370,000 compounds, 0.83% hits;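 active = inhibition above the mean of compounds lying between control limits plus 3 SD, set per campaign, cut at about 8.5% in these data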;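 note: 0% = DMSO-only wells as the low control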
PLC-beta3 inh = PLC-beta3 (human) inhibition, primary screen | Q01970 | Purified PLC-beta3, fluorogenic substrate, fluorescence | inhibition, % at 12.2 µM | 370,000 compounds, 0.18% hits | AID 720704; in the data active = inhibition above about 11%;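 note: 0% = median of compound wells on plate and 100% = full blocker control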
* marks the source's active call; other numbers are inactive results. Not a hit list; overall some 3.6% were active at least once.

SMILES | Tn6 DDE FP | ASAP1 inh | TDP2 inh | ADAM10 inh | PLCg1 inh | SIAE inh | DDE Tn7 FP inh | ARFGAP1 inhibitor | ADAM17 inh | PLC-beta3 inh
COc1cccc(CN2CCNC(=O)C2CC(=O)NCc2cn3ccccc3n2)c1OC (stereo not drawn) | 4 | 1 | 5 | -6 | -1 | 22* | 1 | -8 | -5 | -8
C[C@H]1CN([C@@H](C)CO)C(=O)CCCn2nncc2CO[C@H]1CN(C)S(=O)(=O)c1ccccc1F | 12 | -2 | 3 | -4 | 1 | -3 | 1 | -7 | 0 | 1
CCn1nnnc1NCc1ccc(SC)cc1 | 0 | -3 | 15 | 0 | 4 | 17* | -1 | -12 | 0 | 0
Cc1ccc(OCC(O)Cn2c(N3CCCCC3)nc3c2c(=O)[nH]c(=O)n3C)cc1C (stereo not drawn) | 8 | -1 | 2 | -5 | 0 | 7 | 5 | 0 | -2 | 3
Cc1cc(C)nc(NC(=O)c2ccc(Cl)cc2)n1 | -1 | 2 | 4 | -2 | 1 | 4 | -4 | 8 | -3 | -1
CSCCC(NC(=O)c1ccco1)C(=O)Nc1ccncc1 (stereo not drawn) | 3 | 2 | 10 | -6 | 2 | 4 | -3 | -4 | 0 | -3
CCCn1c(C(C)NS(=O)(=O)c2ccccc2)n[nH]c1=S (stereo not drawn) | 3 | -5 | -12 | 0 | 1 | 0 | -5 | 6 | -1 | -12
O=c1[nH]nc(CSCc2ccccc2Cl)[nH]1 | 2 | -2 | -17 | 0 | 9 | -4 | 3 | -5 | 7 | 9
CCOc1ccc(Cl)cc1Nc1nc(NCCO)nc(N2CCCC2)n1 | -5 | 0 | 8 | -1 | -2 | 1 | -5 | 12 | -3 | 2
Cc1cc(NC(=O)Nc2ccc(F)c(Cl)c2)no1 | 2 | 7 | 4 | 5 | 1 | 3 | 6 | 3 | -1 | 3
COc1cccc(C(=O)NC(=S)Nc2ccccc2N2CCCCC2)c1 | 3 | 1 | 11 | -12 | -1 | -10 | 10 | 14 | 0 | -5
Cn1ccnc1SCC(=O)Nc1ccc2c(c1)COC2=O | -5 | -10 | -1 | 10 | 1 | 1 | 0 | 3 | -2 | 0
O=C(c1ccco1)N(CCCN1CCOCC1)c1nc(-c2ccc(F)cc2)cs1 | 0 | 5 | -5 | 3 | -3 | -1 | 4 | -18 | -2 | 0
CCCCN(C)C1CCN(C(=S)Nc2cccc(SC)c2)CC1 | 1 | 10 | 7 | 8 | 3 | 9 | 5 | 3 | -3 | -8
Cc1ccc(S(=O)(=O)N2CCOCC2)s1 | 5 | -15 | -1 | 5 | 5 | 10 | 0 | -1 | 1 | -1
CC(C)Cc1nnc(NC(=O)CCc2c[nH]c3ccccc23)s1 | -4 | 0 | -1 | 2 | -4 | -2 | 2 | 4 | -4 | -13
O=C(Nc1ccccc1)C(Cc1cccs1)c1nn[nH]n1 (stereo not drawn) | -7 | 11 | -2 | -7 | 0 | -3 | -6 | 2 | -3 | 2
COc1ccc(S(=O)(=O)N2CCCC2)c(C)c1C | 2 | 2 | 1 | 3 | 5 | -7 | 4 | 1 | -3 | 4
Cc1nonc1NC(=O)c1ccc(Cl)c(S(=O)(=O)N2CCCCC2)c1 | 4 | -6 | -1 | 1 | -2 | -5 | 4 | 5 | -3 | 0
CC(C)(C)NC(=O)CSc1nc2cc(S(=O)(=O)N3CCCCC3)ccc2o1 | -4 | -2 | 6 | -7 | 1 | 3 | 4 | 7 | -3 | -8
Cc1ccc(C(=O)OCC(=O)c2ccc(Cl)s2)s1 | -6 | 2 | 7 | 1 | 1 | 2 | -1 | 11 | 1 | -1
CCCn1cc(S(=O)(=O)CC(=O)Nc2ccc(OC)cc2OC)c2ccccc21 | 0 | 4 | -13 | 18 | 2 | -1 | -4 | 4 | 3 | 4
CC(=O)Nc1nonc1NC(=O)c1ccc(C(C)(C)C)cc1 | 5 | 3 | 2 | 0 | 2 | 12 | 6 | -14 | 1 | 0
COc1ccccc1NC(=O)/C=C/c1ccc2c(c1)OCO2 | 4 | 10 | 7 | 3 | 5 | -4 | -7 | 4 | 3 | -1
C[C@H]1CN([C@@H](C)CO)S(=O)(=O)c2ccc(-c3ccccc3)cc2O[C@H]1CN(C)C(=O)C1CCC1 | -3 | 1 | 1 | 0 | -1 | -5 | 5 | -16 | -1 | 0
CC(=O)c1ccc(N2CCN(C(=O)C(=O)c3c(C)[nH]c4ccccc34)CC2)cc1 | 1 | 15 | -3 | -10 | -3 | -3 | -7 | -5 | -2 | -11
C=CCNc1nc(N2CCCCC2)c(C#N)c2c1CN(Cc1ccccc1)CC2 | -12 | -19 | -5 | -62 | -191 | 2 | -1 | -5 | -23 | -190
CC(C)(C)NC(=O)CN(Cc1ccco1)C(=O)CCC(=O)Nc1nccs1 | -8 | -5 | 7 | -3 | 0 | 11 | -3 | 1 | -3 | -7
O=C1[C@H]2[C@H](ON3CCCC[C@H]23)C(=O)N1c1ccc(Cl)cc1 | 6 | -17 | -1 | -5 | -2 | -14 | 11 | 3 | -3 | -1
O=C(CSc1nnc(COc2ccccc2)o1)N1CCOCC1 | 1 | -11 | 1 | -2 | -2 | 1 | -2 | 8 | -5 | -9
N#Cc1ccc(OCCOCCNC2CCCC2)cc1 | -3 | 8 | 8 | -5 | 2 | 2 | -5 | -3 | -1 | 1
COCCNC(=S)N1CCN(Cc2cccc(OC)c2)CC1 | 3 | 3 | 7 | -1 | 0 | 8 | 1 | 5 | -3 | -6
CCCC(=O)Nc1sc2c(c1C#N)CCCC2 | -11 | 3 | -10 | -2 | 3 | 5 | 1 | 2 | -3 | 4
O=C(c1cncc(Br)c1)N1CCN(S(=O)(=O)c2ccc3ccccc3c2)CC1 | -2 | -9 | 9 | 4 | 3 | 2 | -5 | 9 | -1 | -3
Cn1c(N)c(C(=O)COC(=O)c2ccc(Cl)c(S(=O)(=O)N3CCCCC3)c2)c(=O)n(C)c1=O | 7 | -2 | -8 | 1 | 3 | 0 | -5 | -2 | -1 | 3
Cc1cc(S(=O)(=O)Nc2ccc(C(=O)NCCCN3CCCC3=O)cc2)ccc1F | 1 | -6 | 17 | -2 | 1 | 8 | 10 | -9 | 0 | -10
O=S(=O)(c1ccccc1)N1CCN(Cc2ccccc2)CC1 | 4 | -7 | -6 | -7 | -3 | -3 | 8 | 3 | -2 | -6
O=c1c2cc(N3CCOCC3)ccc2[nH]c(=S)n1Cc1ccccc1Cl | 0 | -2 | 0 | -23 | -142 | -2 | 0 | -1 | -9 | -223
Cc1ccc(CNC(=O)CSc2nc3c(sc4ccccc43)c(=O)n2CCCN2CCCC2)cc1 | 4 | -17 | 9 | -225 | -6 | 0 | -3 | -6 | -77 | -17
CN(C)C(CNC(=O)CN1C(=O)NC2(CCCC2)C1=O)c1ccccc1 (stereo not drawn) | 3 | 7 | 7 | -8 | -3 | -1 | 3 | 0 | -6 | -1
COC(=O)Cc1[nH]n(-c2nc3ccccc3s2)c(=O)c1C(C)=Nc1ccc(C)cc1 | 8 | -12 | 4 | -9 | -17 | 2 | 2 | 11 | -5 | -27
O=C(C[n+]1ccc(Cc2ccccc2)cc1)Nc1ccc([N+](=O)[O-])cc1Cl | 1 | -20 | 4 | -3 | 2 | -3 | 4 | -8 | 1 | 2
Cc1ccc(/C=C2\SC(N3CCCCC3)=NC2=O)cc1 | -11 | 16 | -3 | 6 | 1 | -9 | -1 | 5 | 2 | 2
O=C1C2ON(c3ccccc3)C(c3ccccc3F)C2C(=O)N1c1ccccc1 (stereo not drawn) | -4 | -6 | 1 | 0 | 3 | 7 | -1 | 0 | -1 | -3
Cc1ccc(C(=O)Nc2ccc(CN3CCS(=O)(=O)CC3)cc2)cc1C | -5 | 5 | 2 | -2 | 0 | 1 | 3 | 5 | -2 | -4
CC(=O)c1sc(-c2ccccc2Cl)nc1C | 1 | 0 | 13 | 4 | 1 | -2 | 3 | 0 | -1 | -3
N#C/C(=C\c1ccco1)c1nc2ccccc2s1 | -6 | -4 | -3 | -4 | -30 | 1 | -2 | 3 | -2 | -31
Cc1ccc(CNC(=O)C(C)OC(=O)c2ccco2)cc1 (stereo not drawn) | -4 | 2 | -11 | 4 | 13* | 3 | 4 | -22 | 0 | 2
CS(=O)(=O)Nc1ccc(C(=O)Nc2ccccc2C(=O)NCc2ccco2)cc1 | -14 | -7 | 10 | -3 | -1 | 3 | -4 | -2 | 0 | -11
Cc1ccccc1CN1C(=O)C(O)(CC(=O)c2ccncc2)c2ccccc21 (stereo not drawn) | 1 | -14 | -2 | 7 | 0 | -3 | 1 | -4 | -4 | -2
Cc1ccc(S(=O)(=O)N2CCC(C(=O)NCc3ccccc3CN3CCCC3)CC2)cc1 | 0 | -1 | -14 | -7 | 2 | -4 | 6 | 4 | -1 | 0
Nc1nc(SCC(=O)c2ccc([N+](=O)[O-])cc2)n[nH]1 | -1 | -1 | -6 | 4 | 2 | 7 | -2 | -4 | 2 | 3
Cc1nc2cc(Cl)ccc2c(=O)n1Cc1ccncc1 | -1 | 1 | -17 | -1 | 7 | -4 | -5 | -7 | 4 | 2

High-throughput results from PubChem BioAssay.
